# PfG6PD inh = PfG6PD enzyme inhibitors, primary screen, biochemical, fluorescence intensity, uHTS; AID 504690, 2011; 350,000 compounds, 0.78% hits; PfGluPho enzyme, NADPH resazurin-diaphorase fluorescence; inhibition, % at 20 µM; glucose-6-phosphate dehydrogenase-6-phosphogluconolactonase (Plasmodium falciparum 3D7);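 active means inhibition reaching at least a set limit at 20 µM in the primary screen, cut at about 59% in these data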;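 further: 0% = DMSO wells with substrate and 100% = DMSO wells lacking glucose-6-phosphate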
# SENP7 inh = SENP7 protease inhibitors, primary screen, biochemical, luminescence, uHTS; Sentrin-specific protease 7 (Homo sapiens), Q9BQF6; recombinant SENP7, Z-RLRGG-aminoluciferin luminescence, 40 min; inhibition, % at 5 µM; 330,000 compounds, 1.5% hits; AID 434973, 2010;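 active means inhibition above about 50% at the single test dose, limit read from the data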;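 further: plate controls were DMSO with enzyme for no effect and no enzyme buffer wells for full effect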
# Target sequence (Q9BQF6 706-1050 limits assumed): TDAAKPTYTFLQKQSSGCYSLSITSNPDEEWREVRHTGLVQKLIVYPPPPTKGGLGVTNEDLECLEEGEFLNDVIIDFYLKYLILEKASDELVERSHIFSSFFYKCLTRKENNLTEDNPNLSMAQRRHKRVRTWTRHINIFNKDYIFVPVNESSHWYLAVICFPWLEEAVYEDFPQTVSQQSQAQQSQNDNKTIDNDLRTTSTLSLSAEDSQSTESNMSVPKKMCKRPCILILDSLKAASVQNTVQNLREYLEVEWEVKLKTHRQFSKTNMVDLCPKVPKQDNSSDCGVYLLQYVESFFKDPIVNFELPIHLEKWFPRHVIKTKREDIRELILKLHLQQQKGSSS
# SENP1 inh = human SENP1 catalytic domain inhibitors, primary screen, biochemical, FRET, uHTS; Sentrin-specific protease 1 (Homo sapiens), Q9P0U3; recombinant SENP1 catalytic domain, CyPet-SUMO1-YPet FRET cleavage; inhibition, % at 10 µM; 360,000 compounds, 0.21% hits; AID 624204, 2012;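 active means inhibition at least 30% at 10 µM, raw YFP signal under a set limit, fluorescence ratio 0.5 to 1.5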;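 further: 0% = enzyme with DMSO and 100% = no enzyme wells; some results filed as inactive read as strong as hits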
# Target sequence (Q9P0U3 419-644 limits assumed): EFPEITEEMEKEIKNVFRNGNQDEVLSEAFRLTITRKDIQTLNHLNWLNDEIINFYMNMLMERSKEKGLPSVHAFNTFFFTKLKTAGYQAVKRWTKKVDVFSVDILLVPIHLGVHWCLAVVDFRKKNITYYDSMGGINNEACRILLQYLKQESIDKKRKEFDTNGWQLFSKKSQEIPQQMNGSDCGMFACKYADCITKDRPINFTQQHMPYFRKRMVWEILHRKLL
#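 System: Recombinant human SENP1 catalytic domain, His6-tagged | Incubation: Enzyme reaction for 50 min at room temperature, dark | Medium: Tris pH 8 with BME, BSA, NP40 and catalase | Also added: 25 nM SUMO1 FRET substrate | Compound: 10 µM single point, 0.5% DMSO | Measured by: FRET fluorescence in CFP and YFP emission channels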
# HKDC1 inhibitor = HKDC1 hexokinase inhibitors, primary screen, biochemical, fluorescence, uHTS; Q2TB90; recombinant HKDC1, G6PDH/diaphorase resazurin coupled fluorescence; inhibition, % at 20 µM; 340,000 compounds, 0.16% hits; AID 493160, 2011;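 active means inhibition above about 35% when tested at 20 µM, limit read from the data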;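 further: plate controls were DMSO wells with enzyme for no effect and DMSO wells lacking enzyme for full effect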
#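 Assay system: in-house recombinant HK5 (HKDC1) enzyme. Input: HKDC1 at 5 µg/mL. Medium: Tris pH 8.0 buffer with MgCl2, Tween-20, BSA, BME. Dosing: single 20 µM dose. Schedule: 90 min reaction incubation at room temperature, dark. Signal: resazurin-to-resorufin fluorescence via G6PDH and diaphorase coupling, 525/613 nm. Controls: DMSO-enzyme wells negative, buffer-substituted wells positive.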
# SENP6 inh = SENP6 protease inhibitors, primary screen, biochemical, luminescence, uHTS | inhibition, % at 10 µM | 330,000 compounds, 1.8% hits | Recombinant SENP6 catalytic domain, aminoluciferin luminescence;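 active means inhibition above about 50% at the single tested dose, limit read from the data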;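 further: plate controls were DMSO wells with enzyme for no effect and DMSO wells lacking enzyme for full effect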
# Target sequence (Q9GZR1 628-1112 limits assumed): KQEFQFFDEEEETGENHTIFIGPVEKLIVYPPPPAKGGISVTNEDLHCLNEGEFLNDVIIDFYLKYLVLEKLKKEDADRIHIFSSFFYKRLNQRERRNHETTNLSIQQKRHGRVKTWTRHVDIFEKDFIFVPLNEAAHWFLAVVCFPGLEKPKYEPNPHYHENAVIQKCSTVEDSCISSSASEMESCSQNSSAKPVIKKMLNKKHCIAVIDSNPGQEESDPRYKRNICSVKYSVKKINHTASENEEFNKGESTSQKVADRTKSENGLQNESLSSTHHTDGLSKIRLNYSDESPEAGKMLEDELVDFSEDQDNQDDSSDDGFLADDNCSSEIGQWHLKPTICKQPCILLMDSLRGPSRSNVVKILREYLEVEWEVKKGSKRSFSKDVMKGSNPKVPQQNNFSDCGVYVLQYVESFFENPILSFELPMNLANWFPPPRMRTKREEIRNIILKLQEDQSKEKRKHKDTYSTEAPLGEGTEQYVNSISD
# SENP8 block-1 = human SENP8 protease inhibitors, primary screen, biochemical, fluorescence, Nedd8 protein substrate, uHTS; Sentrin-specific protease 8 (Homo sapiens), Q96LD8; recombinant SENP8; inhibition, % at 20 µM; 360,000 compounds, 0.64% hits; AID 602440, 2012; in the data active means inhibition mostly above about 40%, no sharp cut-off; inactive means mostly below about 27%
# UBC13 inh = UBC13 polyubiquitin chain formation inhibitors, primary screen, biochemical, TR-FRET, uHTS. Ubiquitin-conjugating enzyme E2 N (Homo sapiens), P61088. inhibition, % at 20 µM. 330,000 compounds, 0.47% hits. AID 485273, 2010; in the data active means inhibition above about 45%, passing the limit was not always enough
# SENP8 block-2 = SENP8 protease inhibitors, primary screen, biochemical, luminescence; Sentrin-specific protease 8 (Homo sapiens), Q96LD8; inhibition, % at 10 µM; 330,000 compounds, 1.2% hits; AID 2540, 2010; purified SENP8, Z-RLRGG-aminoluciferin cleavage; in the data active means inhibition above about 50%
# beta cell repl = inducers of MIN6 beta-cell proliferation, primary screen, ATP luminescence, uHTS. MIN6 cells proliferation, ATPlite luminescence, 48 h; cells starved in 0.2% serum; 100% = growth in 10% serum. proliferation, % at 10 µM. 330,000 compounds, 0.29% hits. AID 2380, 2010;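 active means compounds whose signal lies at least 3.5 SD above the mean of all wells on their plate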;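 further: 0% = DMSO-treated cells in low-serum medium and 100% = 10% serum control; some compounds called inactive have numbers as strong as hits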
# Starred values were filed as active, the others as inactive; · = no result given.
SMILES,PfG6PD inh,SENP7 inh,SENP1 inh,HKDC1 inhibitor,SENP6 inh,SENP8 block-1,UBC13 inh,SENP8 block-2,beta cell repl
CCCN(C(=O)C1CCCN(c2ncnc3c2nc2n3CCCCC2)C1)c1ccc(F)cc1 (stereo not drawn),1,-1,0,11,-3,0,1,5,-2
COc1ccc(S(=O)(=O)NCc2ccccn2)cc1NC(=O)c1ccccc1C,2,5,-1,-7,-5,11,-14,-10,-3
CCOC(=O)N1CCN(C(=O)CS(=O)(=O)Cc2nc(-c3ccccc3F)oc2C)CC1,-10,-5,3,0,-7,14,-5,4,-1
Cc1c(Cc2ccccc2)c(=O)oc2cc(OCC(N)=O)ccc12,-9,5,-7,-5,1,-382,4,-1,-1
CN(Cc1c(F)cccc1Cl)C(=O)CNC(=O)c1sc2ccccc2c1Cl,0,-15,3,-1,-19,6,-3,-31,-1
NS(=O)(=O)c1ccc(CCNC(=O)CSc2nc3ccccc3c(=O)n2CC2CCCO2)cc1 (stereo not drawn),0,0,2,-1,19,-54,5,-1,0
CCCCC(=O)NC(=S)Nc1cc(C(=O)O)ccc1OC,-11,6,2,-11,3,18,-10,3,-4
CCC(CC)c1nnc(NC(=O)/C=C/c2ccco2)s1,-5,-2,-2,-8,-7,-37,-16,-14,0
CC1(C)CC(=O)C=C(NNC(=O)OC(C)(C)C)C1,2,-4,2,-4,-14,12,-3,-5,-2
COC(=O)COc1ccc2c(c1C)O/C(=C\c1ccco1)C2=O,21,8,-121,-4,-18,-219,-5,7,-5
c1cn(-c2ccc(-c3ccnc4ncnn34)cc2)cn1,-12,6,1,-4,-5,-17,2,5,0
O=C1CCCC2=C1Sc1ccccc1N2,31,0,52*,-2,6,18,-38,2,-3
CC1CCCCC1NC(=O)COC(=O)/C=C/c1ccco1 (stereo not drawn),15,-6,2,-6,-15,4,-12,-13,4
CCOC(=O)c1ccc(CNC(=O)CCC(=O)O)cc1,-14,-8,1,-2,0,28,-3,-6,0
CCOP(=O)(OCC)C(Nc1ccccc1)c1ccc2c(c1)OCO2 (stereo not drawn),6,-2,2,-3,-6,21,4,1,-1
CC(C)(C)C(=O)Nc1ccc(C(=O)COC(=O)C2=COCCO2)cc1,5,-1,2,6,-5,11,-2,-3,1
C=CCCC(=O)Nc1nc(C)c(-c2csc(Nc3cccc(OC)c3)n2)s1,33,-3,-7,-3,19,-98,-7,10,-6
Cc1ccc(-n2ncc3c(SCc4ccccn4)ncnc32)c(C)c1,-7,-20,1,1,-18,-8,-5,-6,0
O=C(CN(Cc1ccccc1Cl)S(=O)(=O)c1ccc(Cl)cc1)N/N=C/c1ccc(C(=O)O)cc1,-7,-2,1,-4,6,6,-14,13,-3
CC(=NNc1ccc2ccccc2n1)c1ccccc1O,57,·,4,1,·,-39,·,·,·
COC(=O)C1CCN(C(=O)C2CCC(=O)N(CCCc3ccccc3)C2)CC1 (stereo not drawn),-2,3,1,-5,1,5,4,2,1
Cc1cc(Cl)c(S(=O)(=O)Nc2ccc3c(c2)OCO3)cc1OCC(=O)NC1CCCCC1,1,0,4,4,2,20,2,1,-4
CC(C)c1ccc(NC(=S)Nc2ccc3[nH]c(=O)[nH]c3c2)cc1,14,1,-32,-1,-1,14,9,5,-6
CCOC(=O)c1cccc(NC(=O)c2ccc(NC(=O)c3ccco3)cc2)c1,-5,-5,1,-4,3,-6,8,-1,-6

# Fetched by structure from the entries so far, 6 records:
SMILES,PfG6PD inh,SENP7 inh,SENP1 inh,HKDC1 inhibitor,SENP6 inh,SENP8 block-1,UBC13 inh,SENP8 block-2,beta cell repl
CC(=NNc1ccc2ccccc2n1)c1ccccc1O,57,·,4,1,·,-39,·,·,·
CCOP(=O)(OCC)C(Nc1ccccc1)c1ccc2c(c1)OCO2 (stereo not drawn),6,-2,2,-3,-6,21,4,1,-1
Cc1ccc(-n2ncc3c(SCc4ccccn4)ncnc32)c(C)c1,-7,-20,1,1,-18,-8,-5,-6,0
CC1CCCCC1NC(=O)COC(=O)/C=C/c1ccco1 (stereo not drawn),15,-6,2,-6,-15,4,-12,-13,4
O=C(CN(Cc1ccccc1Cl)S(=O)(=O)c1ccc(Cl)cc1)N/N=C/c1ccc(C(=O)O)cc1,-7,-2,1,-4,6,6,-14,13,-3
Cc1cc(Cl)c(S(=O)(=O)Nc2ccc3c(c2)OCO3)cc1OCC(=O)NC1CCCCC1,1,0,4,4,2,20,2,1,-4

# New compounds follow:
SMILES,PfG6PD inh,SENP7 inh,SENP1 inh,HKDC1 inhibitor,SENP6 inh,SENP8 block-1,UBC13 inh,SENP8 block-2,beta cell repl
O=C(N/N=C/c1cc([N+](=O)[O-])ccc1O)c1cccc(NC(=O)c2cccc(Cl)c2)c1,-31,5,-31,-24,-3,3,-31,11,0
Cc1ccc(-n2nc(C(=O)O)cc2-c2ccccc2)cc1,-2,6,3,-3,6,12,6,-5,-1
Cc1ccc2cc(CN(CCN3CCCC3)C(=O)Nc3ccccc3)c(=O)[nH]c2c1C,-10,-3,-2,-8,7,-19,10,0,-5
O=C(c1ccc(Cl)nc1)N1CCC(Cc2ccccc2)CC1,-13,5,4,1,-12,16,-3,3,0
Cc1cccc(N2CCN(C(=S)NC3CCCCC3)CC2)c1C,-13,4,-2,-7,-6,8,5,-5,7.9*
CCc1nnc(NC(=O)c2nc3nccc(C)n3n2)s1,-22,-5,1,-1,-9,13,2,5,1
Cn1c(O)c(C=Nc2ccc(N3CCOCC3)cc2)c(=O)n(C)c1=S,7,·,56,1,·,10,·,·,·
COc1ccc(CCNC(=O)c2ccc3ccccc3n2)cc1OC,0,-7,3,3,-6,12,1,-6,2
CC(CNS(=O)(=O)c1ccccc1)Sc1ncccn1 (stereo not drawn),-4,-9,0,-8,10,16,-6,3,-1
CCOC(=O)N1CCC(Nc2ncnc3c2cnn3-c2ccccc2)CC1,4,2,-8,-3,3,18,6,5,-2
COc1ccc(N2CCN(C(=O)c3cc(-c4cc(OC)ccc4OC)nc4ccccc34)CC2)cc1,9,1,0,11,-7,-102,-2,-3,-2
Cc1ccc(/C=C/c2onc(C)c2S(=O)(=O)N2CCC(C(=O)NC(C)(C)C)CC2)cc1,-18,3,-7,-2,0,-49,-4,3,-6
O=C(COC(=O)COc1ccccc1)NCc1ccco1,-6,-6,5,-1,-7,10,3,2,-1
CC1=C(C(=O)c2ccccc2)C(c2cccc([N+](=O)[O-])c2)NC(=S)N1 (stereo not drawn),13,-2,1,-6,-9,4,-3,-6,-3
C[C@H](CO)N1C[C@H](C)[C@@H](CN(C)C(=O)Nc2ccc(C(F)(F)F)cc2)Oc2ccc(NC(=O)Nc3ccc4c(c3)OCO4)cc2C1=O,53,-10,2,2,-9,-8,-15,6,0
CC(C)(C)c1ccc(N2C(=O)CSC2c2cccnc2)cc1 (stereo not drawn),-6,3,4,-3,-7,23,-2,-4,-1
CCOC(=O)c1cnn(-c2sc(C(=O)OCC)c(C)c2C(=O)OCC)c1N,5,3,-29,-1,-24,-66,-4,-2,-3
CC(NC(=O)C1(c2cccs2)CCOCC1)c1ccccc1 (stereo not drawn),-8,4,0,-4,8,13,3,1,0
Cc1nc2cc(-c3sccc3-n3cccc3)nn2c(C)c1C,4,-1,-2,0,0,-250,12,-4,-2
CCOC(=O)N1CCN(C(=O)CNC(=O)c2ccc(Cl)cc2Cl)CC1,9,0,0,-5,3,5,7,-1,2
CC(C)Sc1nc(SCC(=O)O)c2c3c(sc2n1)COC(C)(C)C3,-1,2,0,5,18,-59,14,-2,-3
O=C(COc1ccccc1)Nc1ccccc1NS(=O)(=O)c1cccs1,-5,13,3,-7,-1,10,2,-4,-2
COC(=O)c1sc(N)c(C(=O)OC)c1COC(=O)CNS(=O)(=O)c1ccc(C)cc1,-6,4,1,9,-5,-16,9,-7,0
O=C(CSc1nnc(-c2ccco2)n1-c1ccccc1)Nc1c(Cl)cc(Cl)cc1C(=O)O,-20,4,-1,-4,5,-11,-4,-5,4
CC(C)C(C(=O)NCc1ccccc1)N(CC1CCCO1)C(=O)CNS(=O)(=O)c1ccccc1 (stereo not drawn),4,-7,2,-6,-6,4,-2,-12,-2
N#CC(C(=O)NC1CCCCC1)c1nc2ccccc2nc1N1CCN(c2ccccc2F)CC1 (stereo not drawn),2,7,-22,0,3,-29,-8,1,-3
COc1ccc(-c2nc3n(c2C)CCC3)cc1,-2,17,2,-4,0,14,4,-2,-1
O=C(NNC(=O)C1CC1c1ccccc1)Nc1cccc(Cl)c1 (stereo not drawn),-2,2,2,0,19,18,16,4,-1
NC(=O)c1ccsc1NC(=O)c1cccs1,14,3,-9,3,-12,-106,-9,-1,-3
COc1ccc(CCN(C)C(=O)c2cc(-c3ccc(C)cc3)nc3ccccc23)cc1OC,-9,-12,1,-3,-13,-16,12,-11,-2
O=C1Nc2ccccc2C(O)(C(=O)NC2CC2)N1c1ccc(Cl)c(Cl)c1 (stereo not drawn),8,12,2,-1,12,22,2,4,-1
CCCCc1nnc(NC(=O)CCN2C(=O)C3CC=CCC3C2=O)s1 (stereo not drawn),-6,15,-1,0,5,-4,-9,-6,-3
COc1cccc(NC(=O)CSc2ccc3nnc(-c4cccnc4)n3n2)c1,5,-11,-3,-5,-15,-16,-6,3,-2
O=C(COC(=O)COc1ccccc1)Nc1cccnc1Cl,4,-2,2,-3,-9,0,-8,-14,-1
Cc1ccc(NC(=O)c2cccc3c2-c2ccccc2C3=O)cc1C,17,7,-1,1,-13,18,7,0,2
CCOc1ccc(C2NC(=O)c3sc(=S)n(-c4ccccc4)c3N2)cc1 (stereo not drawn),30,-7,-1,-14,-25,11,-14,-10,0
COc1ccccc1NC(=O)Cc1nnc(SCC(=O)NC2=NCCS2)n1C,-17,5,1,-7,-10,16,8,-2,1
CCOc1ccc(C(=O)N2CCCN(C(=O)c3ccc(OCC)cc3)CC2)cc1,1,2,0,-12,-2,3,6,0,-3
CCn1cc(SCC(=O)NCc2ccc3c(c2)OCO3)c2ccccc21,12,-5,3,2,0,5,4,7,2
Cc1cc(NS(=O)(=O)c2ccc(NC(=O)c3cc4ccccc4o3)cc2)nc(C)n1,-22,0,-3,8,-2,16,-9,3,2
CCN(CC)CCSc1nc2c([nH]1)c(=S)n(C)c(=O)n2C,12,·,0,1,·,-307,·,·,·
CCOC(=O)C1CCN(CC(=O)c2c(C)[nH]c3cc(C)ccc23)CC1,0,-11,1,-2,-20,12,1,-3,-2

# Bioassay records: PubChem, Sanford-Burnham Center for Chemical Genomics
